Screens (PubChem)
KKLEB cytotox = cytotoxicity in KKLEB CF airway cells, primary screen, cytotoxicity control for CF NF-kB inhibitor project, cell-based, uHTS, fluorescence assay plates; 0.36% of 360,000 active; KKLEB CF airway cells viability, ATPlite luminescence, overnight; hits give low values; cells stimulated with P. aeruginosa culture filtrate; activity change (cytotoxicity), % at 5 µM; AID 602141, 2011;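 active = corrected activity change at or below -50% at 5 µM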
CF NFkB inh = inhibitors of PAF-induced NF-kB signaling, primary screen, cell-based, GFP fluorescence, uHTS; inhibition, % at 5 µM; 0.86% of 360,000 active; KKLEB NF-kB-GFP reporter, GFP fluorescence overnight;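 active = at least 50% inhibition at 5 µM, scaled per plate between neutral and stimulator controls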;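 note: PAF is a Pseudomonas aeruginosa culture filtrate used as stimulus; plate controls were PAF-stimulated DMSO wells for no effect and unstimulated DMSO wells for full effect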
NR2E3 ag-1 = inhibitors of NR2E3-RetCOR corepressor binding, primary screen, NR2E3 agonist project, biochemical, TR-FRET, GST-NR2E3, biotin-RetCOR; Photoreceptor-specific nuclear receptor (Homo sapiens), Q9Y5X4; 1536-well; inhibition of corepressor binding, % at 4.78 µM; 0.12% of 320,000 active; AID 2300, 2010;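 active = percent inhibition above the cutoff of mean plus 3 SD of all tested compounds, set per screening campaign, cut at about 20% in these data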;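 note: 0% = DMSO wells and 100% = biotin wells as full block of FRET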
Target sequence (Q9Y5X4 whole entry, looked up): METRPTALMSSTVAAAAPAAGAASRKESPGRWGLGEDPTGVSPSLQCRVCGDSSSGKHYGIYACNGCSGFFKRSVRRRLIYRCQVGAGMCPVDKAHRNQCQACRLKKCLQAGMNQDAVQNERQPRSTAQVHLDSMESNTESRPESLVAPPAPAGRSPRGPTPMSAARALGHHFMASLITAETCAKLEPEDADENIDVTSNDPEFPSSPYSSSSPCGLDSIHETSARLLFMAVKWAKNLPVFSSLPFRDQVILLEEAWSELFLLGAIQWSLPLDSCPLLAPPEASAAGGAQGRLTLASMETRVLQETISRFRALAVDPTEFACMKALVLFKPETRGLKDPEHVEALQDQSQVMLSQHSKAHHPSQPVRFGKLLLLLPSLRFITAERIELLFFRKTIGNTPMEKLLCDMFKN
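System: GST-tagged NR2E3 plus biotinylated RetCOR corepressor; Amount: 1.35 nM GST-tagged NR2E3 final; Dosing: single nominal compound dose of 4.8 µM; Schedule: 5 h incubation at 4 °C; Technique: TR-FRET with europium anti-GST and streptavidin-D2, 340 nm excitation; Controls: biotin wells as high control, 0.6% DMSO wells as low control.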
MITF TRPM1 inh = inhibitors of MITF-dependent TRPM1 promoter reporter, primary screen, cell-based, SK-MEL-5, single point, luciferase | SK-MEL-5 TRPM1 promoter luciferase, 24 h | inhibition, % at 12.5 µM | 0.83% of 330,000 active;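 active = mean inhibition across replicates of 60% or more, whatever share of single replicates reaches that level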; note: values of inactives mirror those of a sister screen read the other way
iPSC survival up = enhancers of single-cell hiPSC survival, primary screen, ATPlite luminescence | 100% = ROCK inhibitor wells, 0% = DMSO | survival enhancement, % at 20 µM | 0.044% of 360,000 active; in the data active = survival enhancement above about 18%;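 note: cells exposed to compounds for 16 hours before the ATP read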
aDG glyco act = activators of alpha-DG glycosylation, primary screen, uHTS, Pro5-aDG cells, AlphaScreen; AID 624168, 2012; 0.22% of 360,000 active; alpha-DG glycosylation AlphaScreen (IIH6); 0% Pro5, 100% B10-LARGE cell signal; activation, % at 10 µM;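 active = activation of at least 8% versus controls, or a plate z-score of at least 8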;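 note: Pro5 are CHO cells carrying HIG-tagged alpha-DG that lacks glycosylation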
TWEAK Fn14 block = inhibitors of TWEAK-Fn14 signaling, primary screen, luciferase reporter cells, uHTS | inhibition, % at 10 µM | 2% of 360,000 active | TWEAK-stimulated Fn14 reporter cells, luciferase luminescence, 8 h | AID 1159606, 2016; in the data active = inhibition above about 50%
HIF-2a inh = HIF-2a reporter inhibitors, primary screen, luminescence, 786-0 RCC cells; AID 624352, 2012; inhibition, % at 18.8 µM; 0.72% of 360,000 active; 786-0 RCC cells HIF-2a reporter, luciferase luminescence, overnight;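 active = inhibition of the luminescence signal of 40% or more relative to plate controls, in a single-dose primary screen at 18.75 µM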
NR2E3 ag-2 = NR2E3 agonists in two-hybrid cells, primary screen, cell-based, luminescence, CHO-S, Gal4-NCOR/VP16-NR2E3. luciferase. inhibition of corepressor binding, % at 3.98 µM. 0.35% of 360,000 active. AID 602229, 2012;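 active = inhibition above the mean of all tested compounds plus 3 SD, cut at about 70% in these data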;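 note: 0% = DMSO with NR2E3 transfected cells and 100% = cells lacking NR2E3 construct; higher means lower luciferase signal from less NR2E3 corepressor binding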
Peg3 promoter = Peg3 promoter-driven luciferase inhibitors, primary screen, cell-based, HeLa, luciferase luminescence; HeLa PEG-Prom luciferase reporter, overnight; inhibition, % at 20 µM; 1.7% of 360,000 active; AID 588405, 2011;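 active = inhibition of at least 50% at 20 µM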
Shn3 inh set2 = reduction of Shn3 3'UTR firefly luciferase signal, primary screen, Schnurri-3 inhibitor project, cell-based, Clone20 osteoblasts, set 2; AID 588674, 2011; Clone20 osteoblast Shn3 3'UTR firefly luciferase, 24 h; inhibition, % at 12.5 µM; 0.52% of 360,000 active;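 active = mean inhibition of at least 75% with every replicate also reaching 75%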;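 note: 0% = median of neutral control wells and 100% = pilot-screen positive control compound; some compounds past the cut are filed as inactive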
The depositor's hits bear a star; / = no result given; & = joins results of further samples.

Structure,KKLEB cytotox,CF NFkB inh,NR2E3 ag-1,MITF TRPM1 inh,iPSC survival up,aDG glyco act,TWEAK Fn14 block,HIF-2a inh,NR2E3 ag-2,Peg3 promoter,Shn3 inh set2
C/C(=N\NC(=O)C1COc2ccccc2O1)c1ccc(Cl)s1 (centres undefined),-8,-12,-2,0,2.4,0.2,-1,-34,11,-35,0
CCOC(=O)C1=C(COC(=O)/C=C/c2ccccc2Cl)NC(=O)NC1C (centres undefined),0,46,-4,-38,-0.3,0.6,-34,-43,-21,-86,19
CC(C)(C)n1nnnc1C(c1ccccc1)N1CCN(c2ncccc2C(F)(F)F)CC1 (centres undefined),/,/,/,/,-0.5&-0.9,-0.2&0.1,-40&-6,0&-4,-32&-4,/,/
O=C(c1cccc(N2C(=O)c3ccccc3C2=O)c1)N1CCCC(C(F)(F)F)C1 (centres undefined),3,-5,0,-3,-0.1,-0.2,20,8,-15,-5,17
COc1ccc2nc3cc([N+](=O)[O-])ccc3c(NNc3ccc([N+](=O)[O-])cc3)c2c1,6,-28,/,9,0.6,-0.1,-57,-23,-9,-27,-30
COc1ccccc1CCNC(=O)Cn1ccc2cc(S(=O)(=O)N3CCC(C)CC3)ccc21,-12,10,-6,3,0.1,2.5,2,8,-4,17,30
O=C(C1CCN(S(=O)(=O)N2CCCC2)CC1)N1CCCCC1,0,8,4,-5,-1.0,0.0,4,2,-11,4,11
CC(C)=C1C2CCC1C1C(=O)N(CCc3ccccc3)C(=O)C21 (centres undefined),6,24,0,1,-1.2,0.3,9,11,4,10,5
Cc1ccccc1NC(=S)NC(=O)C1CCCCC1,19,15,3,-17,-0.5,0.4,-27,-62,-7,-37,-3
O=C(Nc1ccc(Br)cc1)C1CCN(C(=O)c2ccco2)CC1,13,-6,3,-4,-0.6,0.0,55*,7,-15,1,-17
CCn1cc(CN2CCC(n3nccc3NC(=O)Cc3ccccc3)CC2)c(C)n1,22,-15,0,-4,-0.4,-0.1,11,5,-10,4,-6
CCOC(=O)c1cc(C#N)c(C)nc1N(CC)CC,-8,13,2,-10,1.0,0.2,-10,14,-1,8,3
COc1ccc(C(C(=O)NC(C)(C)C)N(C(=O)Cn2nnc3ccccc32)c2cccc(C(C)=O)c2)cc1O (centres undefined),20,-45,2,0,0.5,0.2,2,14,20,5,0
COc1cc(C(=O)OCCN2CCCCC2)ccc1O,-8,7,3,12,-0.7,1.5,14,10,-10,8,9
CCS(=O)(=O)Nc1cccc(C2=NN(C(C)=O)C(c3cccs3)C2)c1 (centres undefined),5,-8,3,7,0.0,-0.1,-3,-14,-28,5,8
COc1cc(S(=O)(=O)N2CCCCC2)ccc1NC(=O)c1ccncc1,1,3,4,-12,0.1,-0.1,20,12,1,16,4
O=C(/C=C1\NC2(CCCC2)Cc2ccccc21)C(=O)N/N=C/c1ccc(O)c(O)c1,-5,1,8,20,-0.9,-0.3,25,20,3,57*,50
COc1cc(NC(=O)CN2c3cccc4cccc(c34)S2(=O)=O)cc(OC)c1OC,-15,-24,-1,5,3.2,0.3,6,25,19,32,48
Cc1cc(Cl)cc(C)c1OCCNCc1ccccc1,-14,24,1,/,-0.6,0.4,-9,16,-32,-20,-4
COc1ccccc1NC(=O)CNC(=O)Cn1cnc2sc(C)c(C)c2c1=O,14,-6,-3,4,1.0,0.0,1,26,2,7,0
CC(C)(C)NC(=O)Cn1c(SCC(=O)NCc2cccs2)nc2ccccc21,5,8,-2,-8,-1.0,0.0,0,13,-1,19,9
O=C1c2ccc(Oc3cccc([N+](=O)[O-])c3)cc2C(=O)N1c1ccccn1,7,-9,-1,4,0.4,0.0,17,15,1,8,7
Nn1c(Cc2cccc3ccccc23)nnc1SCc1c(Cl)cccc1Cl,-16,22,0,37,-0.9,0.0,-21,21,-1,16,20
CCOC(=O)C1(CC2CCCCO2)CCN(C(=O)Nc2ccc(C(=O)OC)cc2)CC1 (centres undefined),0,2,-2,-5,-0.1,0.0,-37,-3,14,5,/
CCOC(=O)N1CCN(Cc2ccccc2F)CC1,5,1,0,-10,0.8,0.0,-3,14,-6,12,11
Cc1ccccc1-n1nc(C)c2c(C(=O)NN)cc(-c3ccncc3)nc21,-2,-8,2,10,-0.6,-0.3,0,18,-2,-18,14
Cc1cc(C)c(S(=O)(=O)N2CCC(C(N)=O)CC2)cc1C,-1,-7,3,7,3.8,0.1,-10,7,-7,16,-14
Cn1c(SCC(=O)NCC2CCCO2)ncc(C(=O)Nc2ccc(Cl)cc2)c1=O (centres undefined),-2,41,1,67*,-0.4,0.0,4,-61,-35,59*,20
COc1cccc(-c2csc(N3CCN(C(=O)Nc4ccc(Cl)cc4)CC3)n2)c1,14,-2,3,-9,-1.0,1.5,14,-137,-29,-68,-4
Cc1cccc(NS(=O)(=O)c2ccc3oc(=O)ccc3c2)c1C,-5,-7,2,12,0.3,0.0,17,15,-13,41,19
CC(=O)Nc1ccc(S(=O)(=O)O)c(OC(C)=O)c1,6,-14,/,0,3.2,-0.2,4,2,21,0,0
CN(C)CCCN(C(=O)c1cc2cc([N+](=O)[O-])ccc2s1)c1nc2cc3c(cc2s1)OCCO3,-94*,80*,-3,87*,-0.5,-0.5,-334,76*,9,101*,66
CCn1c(COc2ccc3c(c2)OCO3)nnc1SCC(=O)O,4,9,3,-3,-2.0,-0.1,1,9,-21,6,-3
CC(=O)Nc1cccc(C(=O)NNC(=O)c2ccc(NS(=O)(=O)c3cccs3)cc2)c1,5,-4,/,/,5.8,0.0,-8,16,-6,3,-15
CCOc1ccc2nc(NC(=O)CSc3nnnn3C3CCCCC3)sc2c1,3,-6,4,-15,-0.5,0.0,33,-173,-17,-48,-5
CN(C)C(=O)c1cc(C(=O)c2ccc(F)cc2C(F)(F)F)c[nH]1,0,12,0,3,-0.7,0.3,12,-1,-6,-10,36
O=C(NC(=S)Nc1ncccn1)c1ccccc1Cl,1,11,-1,-20,-0.6,-0.1,-11,-162,7,-161,-62
CC(=O)Nc1ccc(NC(=O)CNS(=O)(=O)c2ccc(C)cc2)cc1,-8,13,6,-4,3.9,0.0,13,14,-23,4,-3
CCN(CC)c1ccc(NC(=O)COc2ccccc2C#N)cc1S(=O)(=O)Nc1ccccc1OC,8,-7,4,1,-0.3,-0.2,-4,12,-13,15,12
COc1ccc([C@H]2[C@H](C(=O)C(C)(C)C)N3N=Cc4ccccc4C3[C@]23N=C(c2ccccc2)OC3=O)cc1OC (some centres undefined),-1,0,-2,-12,-2.7,-0.2,-5,-12,-9,-16,18
CCc1cc2c(SCC(=O)N(C)C3CCS(=O)(=O)C3)ncnc2s1 (centres undefined),-14,4,4,-4,0.1,0.0,-9,-40,-41,15,3
O=C(CC1C(=O)NCCN1Cc1ccc(F)cc1)NC1CCCCCCC1 (centres undefined),10,-2,-1,14,0.3,0.3,-16,-4,-28,-2,-2
COc1ccc(OCCCC(=O)Nc2cccc(SC)c2)cc1,-3,4,1,0,1.6,-0.2,-37,14,8,-6,21
COc1ccccc1/C=C/CN1CCCC(CCC(=O)NCc2ccc(F)c(F)c2)C1 (centres undefined),-8,7,2,-19,-1.8,0.6,-3,15,-16,15,7
COc1cc(OC)cc(C(=O)NCC(=O)N2CC=C(c3ccccc3)CC2)c1,-14,12,/,40,-0.3,-0.2,10,8,-34,15,8

3 of the entries above in order of the Shn3 inh set2 value, high to low.
compound	Shn3 inh set2
Cc1cccc(NS(=O)(=O)c2ccc3oc(=O)ccc3c2)c1C	19
CCc1cc2c(SCC(=O)N(C)C3CCS(=O)(=O)C3)ncnc2s1 (centres undefined)	3
CC(=O)Nc1ccc(NC(=O)CNS(=O)(=O)c2ccc(C)cc2)cc1	-3

(cont.)
Structure,KKLEB cytotox,CF NFkB inh,NR2E3 ag-1,MITF TRPM1 inh,iPSC survival up,aDG glyco act,TWEAK Fn14 block,HIF-2a inh,NR2E3 ag-2,Peg3 promoter,Shn3 inh set2
CCOC(=O)C1(Cc2cccc(Cl)c2)CCCN(C(=O)C2CC2)C1 (centres undefined),11,-22,5,-18,-0.5,0.5,-21,-78,7,-57,-1
CCCC(=O)Nc1ccccc1N1CCN(C(=O)C(C)C)CC1,-2,2,3,8,-0.1,0.2,1,7,-25,14,0
C=CCNC(=O)COc1ccc(S(=O)(=O)N2CCCC2)cc1,-1,-5,4,-6,-1.5,-0.1,5,-6,5,-4,-21
COCc1cc(S(=O)c2ccc(Cl)cc2)nc(C)n1 (centres undefined),0,87*,/,17,-3.5,1.3,64*,29,17,34,-20
Cc1ccc(NCc2nnc(SCC(N)=O)o2)c(C)c1,-7,-3,5,12,-0.8,0.1,2,5,-7,6,-33
CC(=O)NN1C(=O)/C(=C2/Sc3ccc(Cl)cc3N2C)SC1=S,2,-27,-15,-35,-0.3,0.0,-27,-9,-27,-27,-24
CC(=O)c1ccc(N(C(=O)c2csnn2)C(C(=O)NC2CCCC2)c2ccccc2)cc1 (centres undefined),2,-18,-2,11,0.2,-0.1,2,9,-30,6,9
CSCC[C@H](NS(=O)(=O)c1ccc(C)cc1)C(=O)N1CCC(C(=O)N[C@@H](C)C(=O)O)CC1,-1,-3,-8,4,-2.4,-0.2,-18,1,-15,-3,10
CCN(CC)c1ccc(/C=C(/C#N)c2nc3ccccc3[nH]2)c(OC(C)C)c1,-11,-42,2,-25,-2.5,-0.1,76*,-144,-31,-68,-71
Cc1ccc(-c2cc(-c3nnc(SCC(=O)N(C)CCC#N)n3N)c3ccccc3n2)cc1,-15,14,1,-1,-2.7,0.0,2,-44,8,-30,-17
COc1ccc(Cl)cc1N(CC(=O)N1CCCCC1)S(C)(=O)=O,-5,4,3,7,2.3,0.1,-3,24,-4,5,10
COc1cccc(C2/C(=C(/O)c3ccc4c(c3)CC(C)O4)C(=O)C(=O)N2CC2CCCO2)c1 (centres undefined),-3,-4,/,-7,-0.5,-0.3,-8,-3,-14,4,-19
O=c1c2ccccc2nc2n1CCc1ccc(Br)cc1-2,8,-46,/,/,-0.9,0.2,22,-54,10,-25,-2
CC(Cc1cccs1)NC(=O)c1cccc(Cl)c1 (centres undefined),3,-3,1,-39,-2.5,-0.1,-31,-164,-55,-136,-50
